Tb MetRS inh: T. brucei MetRS inhibitors, primary screen, biochemical, luminescence | methionyl-tRNA synthetase (Trypanosoma brucei brucei) | purified T. brucei MetRS, ATP depletion, Kinase-Glo luminescence | inhibition, % at 11.9 µM | 0.4% of 360,000 active;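 active = inhibition above a per-plate cutoff of the control wells' mean inhibition plus 3 SD, cut at about 5.5% in these data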;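 note: 0% = DMSO wells median and 100% = median of wells with control inhibitor compound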
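Test system: purified T. brucei MetRS enzyme. Also added: ATP, methionine and E. coli bulk tRNA substrates. Compound: 11.9 µM single point. Schedule: 15 min enzyme-compound preincubation, 2 h reaction, 10 min detection, 25 °C. Signal: luciferase luminescence of residual ATP, Kinase-Glo. Evaluation: percent inhibition versus plate control medians. Controls: DMSO wells, low control.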
MT1-MMP act inh: blockers of MT1-MMP proenzyme processing, primary screen, HT1080 RFP-PRO-GFP cells, GFP/RFP fluorescence | GFP/RFP ratio change, % at 20 µM | 0.061% of 360,000 active | AID 651647, 2012 | GFP/RFP ratio fluorescence, overnight; percent of plate control window, DMSO zero;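 active = GFP/RFP ratio change of at least 30% with cell ATP level not reduced by more than half and red fluorescence within 50% of control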; note: strong numbers were not always called active
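Assay system: HT1080 RFP-PRO-GFP cells. Benchmarks: DMSO vehicle wells and RFP-L50D-GFP reporter cell wells. Times: overnight cell settling, then overnight compound exposure, 37 °C, 5% CO2. Compound: 20 µM single dose, 1% DMSO. Read-out basis: GFP/RFP fluorescence ratio.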
SKN-1 inh: suppressors of acrylamide-induced Pgst-4::GFP reporter in worms, primary screen, SKN-1 inhibitor project, whole organism, uHTS, GFP/RFP fluorescence ratio, strain VP596. C. elegans VP596 Pgst-4::GFP/RFP ratio, 24 h. inhibition, % at 21.8 µM. 0.49% of 360,000 active. AID 624304, 2012;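 active = interference check ratio from 0.5 to 1.5 plus GFP to RFP signal ratio inhibition reaching or exceeding a fixed threshold, cut at about 30% in these data, passing the limit was not always enough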; note: some compounds called inactive have numbers as strong as hits
E coli Lon inh: inhibitors of E. coli Lon protease, primary screen, biochemical, fluorescence polarization; P0A9M0; purified E. coli Lon protease; inhibition, % at 7.94 µM; 0.42% of 360,000 active; AID 602123, 2011; in the data active = inhibition above about 13%, passing the limit was not always enough;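 note: 0% = enzyme with probe and DMSO and 100% = no enzyme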
Target sequence (P0A9M0 whole entry, looked up): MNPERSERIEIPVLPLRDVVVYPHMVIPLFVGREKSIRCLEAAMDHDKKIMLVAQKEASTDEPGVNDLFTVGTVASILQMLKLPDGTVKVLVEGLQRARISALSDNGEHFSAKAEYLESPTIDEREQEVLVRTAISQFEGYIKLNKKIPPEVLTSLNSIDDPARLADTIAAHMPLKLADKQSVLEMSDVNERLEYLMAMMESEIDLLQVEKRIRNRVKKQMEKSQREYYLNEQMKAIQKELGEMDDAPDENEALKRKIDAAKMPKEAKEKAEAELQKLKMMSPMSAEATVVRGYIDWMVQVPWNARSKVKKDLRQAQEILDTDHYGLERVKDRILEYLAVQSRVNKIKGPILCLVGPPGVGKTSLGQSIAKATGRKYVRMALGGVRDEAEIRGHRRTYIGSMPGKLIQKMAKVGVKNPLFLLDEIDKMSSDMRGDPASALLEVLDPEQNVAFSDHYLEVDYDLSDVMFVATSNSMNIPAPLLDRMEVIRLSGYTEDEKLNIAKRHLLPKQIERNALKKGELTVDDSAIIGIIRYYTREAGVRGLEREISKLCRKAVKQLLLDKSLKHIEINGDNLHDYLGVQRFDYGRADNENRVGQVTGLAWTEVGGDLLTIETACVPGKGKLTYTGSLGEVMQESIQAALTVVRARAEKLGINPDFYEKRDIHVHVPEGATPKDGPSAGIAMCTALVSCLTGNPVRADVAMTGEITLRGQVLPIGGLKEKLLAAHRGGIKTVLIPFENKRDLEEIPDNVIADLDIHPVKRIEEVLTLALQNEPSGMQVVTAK
FAS-TE inh: FAS thioesterase domain inhibitors, primary screen, biochemical, fluorescence intensity, uHTS | inhibition, % at 15 µM | recombinant FAS-TE, OMFH fluorogenic substrate, fluorescence endpoint | 0.67% of 360,000 active | AID 602261, 2012;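 active = compounds whose normalised, plate-corrected inhibition of enzyme fluorescence in the single-dose primary screen is 50% or more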;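 note: 0% = DMSO with enzyme and 100% = substrate without enzyme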
PABP1 MLLE inh: inhibitors of PABP1 MLLE–PAM2 peptide binding, primary screen, biochemical, fluorescence polarization, FITC-PAM2, GST-MLLE | inhibition, % at 20 µM | Polyadenylate-binding protein 1 (Homo sapiens), P11940 | 0.36% of 360,000 active | AID 588489, 2011; in the data active = inhibition above about 35%, passing the limit was not always enough;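 note: plate controls were DMSO wells with GST-MLLE for no effect and wells lacking GST-MLLE protein for full effect; some results filed as inactive read as strong as hits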
MsrA inh: bovine MsrA enzyme inhibitors, primary screen, biochemical, absorbance, HTS; Methionine sulfoxide reductase A (Bos taurus); purified bovine MsrA, absorbance read-out; inhibition, % at 15.5 µM; 0.75% of 360,000 active; in the data active = inhibition above about 4.5%;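 note: 0% = vehicle wells with enzyme and 100% = reference inhibitor wells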
NRP1-CendR mod: modulators of CendR peptide binding to NRP-1, primary screen, biochemical, fluorescence polarization, uHTS; Neuropilin-1 (Homo sapiens), O14786; FAM-RPARPAR peptide binding to NRP-1; inhibition, % at 25 µM; 0.85% of 360,000 active; AID 602438, 2012;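 active = inhibition or corrected inhibition above about 18%, plus a signal ratio from 0.5 to 1.5, limit read from the data, passing the limit was not always enough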; note: strong numbers were not always called active
bovine MsrA act: bovine MsrA enzyme activators, primary screen, biochemical, absorbance, HTS. Methionine sulfoxide reductase A (Bos taurus). purified bovine MsrA, absorbance read-out. activation, % at 10.6 µM. 0.3% of 360,000 active. AID 602163, 2012; in the data active = activation above about 7.5%;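 note: 0% = vehicle and 100% = reference activator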
* = called active by the depositor; nt = not tested or not shown.

Order of values – Tb MetRS inh	MT1-MMP act inh	SKN-1 inh	E coli Lon inh	FAS-TE inh	PABP1 MLLE inh	MsrA inh	NRP1-CendR mod	bovine MsrA act
- COc1cccc2c1C(=O)c1ccc3ccccc3c1C2=O
  -0.8	8	22	5	14	30	nt	-1	0
- CCc1nn(CC(=O)N2CCC(C)CC2)c(=O)c2cccn12
  0.0	5	-6	-3	-8	3	-1.5	2	-3
- O=C(NCc1ccccc1)NCc1cccs1
  0.4	-1	4	0	-3	10	0.0	15	-2
- O=C(/C=C/c1ccc(S(=O)(=O)NCc2ccco2)cc1)NCc1cccc(Cl)c1
  3.4	1	3	8	9	4	0.2	-2	-1
- CN(Cc1ccccc1)S(=O)(=O)c1ccc(NC(=O)C2CCCO2)cc1 (centres undefined)
  -0.3	1	9	-13	2	4	-0.2	6	-2
- COc1cc(OC)c2ccc(=O)oc2c1C(CC(=O)N1CCCC(C)C1)c1ccc2c(c1)OCO2 (centres undefined)
  -0.1	-1	7	-6	10	-13	1.2	-7	-1
- C=CCn1c(-c2ccccc2)ccc(C#N)c1=O
  0.2	1	65*	3	20	-4	-0.7	-4	1
- CCNC(=O)COc1ccc(F)cc1C(=O)c1cnn(-c2ccccc2)c1
  -0.5	4	-10	9	0	-4	-0.3	3	-8
- CCOc1ccc(N2CC(C(=O)NCCc3ccccc3)CC2=O)cc1 (centres undefined)
  -0.2	0	16	2	1	6	-1.2	-6	-4
- O=C(O)c1ccc(NC2=C/C(=N/S(=O)(=O)c3ccccc3)c3ccccc3C2=O)cc1
  2.7	-2	5	3	15	21	65*	37*	-2
- CC(=O)Nc1cccc(NC(=O)CSc2nnc(Cc3cccn3C)n2CCc2ccccc2)c1
  0.0	3	10	-11	-3	-54	0.2	-1	-1
- COc1ccc(C(=O)NCC(=O)N/N=C/c2cn[nH]c2-c2ccccc2)cc1
  -1.6	2	-11	-4	-5	-4	1.2	-1	-7
- Cc1cc2cc(CNS(=O)(=O)c3ccccc3)ccc2n1C
  0.1	32	44	31*	-4	37	0.6	6	-2
- CC(C)CCOCC(=O)Nc1cccc(C(=O)O)c1
  -0.5	6	-7	-8	-8	3	-0.6	11	-3
- Cc1nc(NC(=O)/C=C/c2ccccc2)n[nH]1
  -0.1	-5	1	-3	-5	-4	1.0	-9	-3
- c1ccc(OCCOc2cccc3cccnc23)cc1
  0.1	3	1	5	-9	-9	-0.4	-2	-3
- O=C(COc1ccc(Cl)cc1)Nc1ccccc1Cl
  -2.1	6	1	12	11	-1	0.1	2	-5
- Cn1cc(C(=O)N2CCc3ccccc3C2)c(=O)c2cc(S(=O)(=O)N3CCOCC3)ccc21
  -0.1	3	0	14	-2	-1	2.5	6	0
- COc1ccc2c(c1C)CCC(C)(C#N)C2=O (centres undefined)
  -0.5	3	-2	-11	-1	-1	1.3	18	-4
- O=C(Nc1ccccc1C(F)(F)F)C1CCN(C(=O)c2cccs2)CC1
  -0.6	0	5	-7	-4	5	-0.7	-4	-4

Molecules shown so far that have a cyano group:
Order of values – Tb MetRS inh	MT1-MMP act inh	SKN-1 inh	E coli Lon inh	FAS-TE inh	PABP1 MLLE inh	MsrA inh	NRP1-CendR mod	bovine MsrA act
- C=CCn1c(-c2ccccc2)ccc(C#N)c1=O
  0.2	1	65*	3	20	-4	-0.7	-4	1
- COc1ccc2c(c1C)CCC(C)(C#N)C2=O (centres undefined)
  -0.5	3	-2	-11	-1	-1	1.3	18	-4

An excerpt from above in order of molar mass, descending.
Order of values – Tb MetRS inh	MT1-MMP act inh	SKN-1 inh	E coli Lon inh	FAS-TE inh	PABP1 MLLE inh	MsrA inh	NRP1-CendR mod	bovine MsrA act
- Cn1cc(C(=O)N2CCc3ccccc3C2)c(=O)c2cc(S(=O)(=O)N3CCOCC3)ccc21
  -0.1	3	0	14	-2	-1	2.5	6	0
- O=C(/C=C/c1ccc(S(=O)(=O)NCc2ccco2)cc1)NCc1cccc(Cl)c1
  3.4	1	3	8	9	4	0.2	-2	-1
- CCc1nn(CC(=O)N2CCC(C)CC2)c(=O)c2cccn12
  0.0	5	-6	-3	-8	3	-1.5	2	-3
- COc1cccc2c1C(=O)c1ccc3ccccc3c1C2=O
  -0.8	8	22	5	14	30	nt	-1	0
- CC(C)CCOCC(=O)Nc1cccc(C(=O)O)c1
  -0.5	6	-7	-8	-8	3	-0.6	11	-3
- C=CCn1c(-c2ccccc2)ccc(C#N)c1=O
  0.2	1	65*	3	20	-4	-0.7	-4	1
- Cc1nc(NC(=O)/C=C/c2ccccc2)n[nH]1
  -0.1	-5	1	-3	-5	-4	1.0	-9	-3

New compounds follow:
Order of values – Tb MetRS inh	MT1-MMP act inh	SKN-1 inh	E coli Lon inh	FAS-TE inh	PABP1 MLLE inh	MsrA inh	NRP1-CendR mod	bovine MsrA act
- CCOC(=O)c1cc(C(O)(C(F)(F)F)C(F)(F)F)c(/N=C/N(C)C)o1
  -0.9	-3	9	1	10	-2	1.1	-6	-2
- CCC(C(=O)NC1CCCCC1)n1c(SCc2cccc(F)c2)nc2ccncc21 (centres undefined)
  -0.1	11	11	0	0	18	0.7	-10	-2
- CC(=N\NC(=O)c1cc(Br)ccc1O)/C(=N/O)C(=O)Nc1ccccc1
  7.4*	-4	16	-1	6	8	1.4	-17	-5
- Cc1ccc(C)c(NC(=O)C2CCCN(S(=O)(=O)c3c(C)nn(C)c3C)C2)c1 (centres undefined)
  0.3	4	15	4	-4	12	-0.1	8	-1
- CCOC(=O)c1cc(S(=O)(=O)N2CCCC2)cn1C
  -0.2	0	4	1	-6	5	-1.7	-1	-2
- COc1cccc2c1C(CCCC(=O)O)CCC2 (centres undefined)
  -0.2	-2	1	-11	-12	-13	0.3	-2	-2
- CCOc1cc2[nH]c(=S)n(Cc3ccc(C(=O)NCCCOC)cc3)c(=O)c2cc1OCC
  -0.5	2	-16	-3	-21	-132	-1.9	6	-2
- COc1ccc(-c2noc(N3CCCC(C(=O)Nc4ccc(C(C)=O)cc4)C3)n2)cc1 (centres undefined)
  -0.3	0	4	-1	14	-11	0.6	2	2
- CC(NC(=O)CNC(=O)c1cccc(Cl)c1)c1ccccc1 (centres undefined)
  -1.9	-2	-3	2	0	7	0.8	-10	-10
- S=C(NCCCN1CCOCC1)Nc1ccc(Nc2ccccc2)cc1
  0.3	3	10	-2	-3	-8	-0.2	-1	0
- CC(=O)c1ccc(NC(=O)NCc2ccc(F)cc2)cc1
  0.4	1	-4	-2	2	17	0.0	-12	-2
- N#C/C(=C\c1ccc(Sc2nc3ccccc3[nH]2)o1)c1ccccc1
  -0.1	-5	2	-2	5	-73	0.8	-25	-6
- O=C(COc1ccccc1)NCc1cccs1
  -2.1	3	-4	-1	-10	-3	0.3	5	-6
- OCCC1CN(Cc2ccc(-n3cccn3)cc2)CCN1Cc1ccccc1 (centres undefined)
  -0.1	5	-7	6	-1	8	0.1	1	1
- Nc1cc(C(=O)OCC(=O)NCc2ccco2)ccc1Cl
  0.3	-6	11	-1	-4	14	-0.3	-9	3
- CN(C(=O)COC(=O)CCc1c[nH]c2ccccc12)c1ccccc1
  -0.2	7	-1	-2	-2	-2	0.2	-1	-1
- C#CCOC(=O)c1ccccc1C(=O)N(CC)CC
  -0.7	-1	-6	-4	-6	-11	-0.6	9	-9
- CC(=O)Nc1ccc(NC(=O)c2ccc(N(C)S(=O)(=O)c3ccc(C)cc3)cc2)cc1
  -0.3	-5	7	-10	-5	-5	-0.1	8	-4
- Cc1ccccc1Nc1c(-c2ccncc2)nc2ccc(Br)cn12
  0.2	-1	5	14	10	-1	-1.0	-1	1
- Cc1ccc2cc(CN(C(=O)c3cccnc3)C(C)C)c(=O)[nH]c2c1
  -0.6	-6	15	-2	-6	-13	-0.4	-19	-3
- COc1ccc([C@H](NC(=O)OC(C)(C)C)C(=O)OC(C)(C)C)cc1
  -0.1	0	18	2	2	2	-1.0	17	0
- CCCCn1c(N)c(N(CCC(C)C)C(=O)C2CC(=O)N(c3cccc(SC)c3)C2)c(=O)[nH]c1=O (centres undefined)
  -0.5	-4	8	4	-1	-117	2.6	-5	-1
- CC(C)CNC(=S)N1CCC(C(=O)c2ccc(Cl)cc2)CC1
  -0.2	-3	22	-6	10	-104	-0.1	3	-1
- CO/N=C/CC(=O)c1ccc([N+](=O)[O-])c(CS(=O)(=O)c2ccc(Cl)cc2)c1
  -0.3	4	-2	-8	22	24	0.8	12	0
- COc1ccc(-c2noc(CCCC(=O)NCc3ccco3)n2)cc1OC
  -0.5	1	-8	-1	-1	4	0.6	6	2
- Cc1cc(F)ccc1NC(=O)c1cc(S(=O)(=O)N2CCCC2)cn1C
  -0.2	8	16	-5	-3	-23	-0.2	-5	-1
- O=[N+]([O-])c1ccc(-c2ccc(C=Nc3cccc4ccccc34)o2)cc1
  0.0	-6	11	-2	16	-8	4.2	-4	-4
- COc1cc(OC)c(NC(=S)NCc2ccccc2)cc1Cl
  -0.3	3	6	-5	11	-7	0.3	5	-5
- Cc1cc(S(=O)(=O)N2CCN(c3ccccc3O)CC2)c(C)s1
  -0.5	-7	-10	-4	11	-2	-0.8	-1	-6
- O=C(c1ccc(CS(=O)c2cccc(Cl)c2)o1)N1CCOCC1 (centres undefined)
  0.0	2	11	-3	-3	9	0.7	10	-1
- Cc1c(N(C(=O)CNC(=O)c2ccccc2)C2(C(=O)NC3CCCCC3)CCCCC2)c(=O)n(-c2ccccc2)n1C
  -0.3	0	-9	-8	-2	-5	-0.8	-3	-2
- Cc1ccc(C(=O)N/C(=C\c2cccs2)C(=O)N2CCOCC2)cc1C
  -0.1	1	2	1	-5	3	0.3	3	-4
- COC(=O)C(C)Oc1ccc(Oc2nc(Cl)ccc2Cl)cc1 (centres undefined)
  1.1	1	11	2	7	4	1.5	8	-3
- CC1(c2cc(C(F)(F)F)n3nc(C(=O)O)cc3n2)CC1
  -0.5	2	4	5	-6	0	-0.9	8	-1
- CC1CCC(NC(=O)CN(C)S(=O)(=O)c2cccc3cccnc23)CC1 (centres undefined)
  -1.1	-3	-2	-12	0	1	-1.8	-4	-3
- O=C(Nc1cnn(Cc2c(Cl)cccc2Cl)c1)c1ccc([N+](=O)[O-])cc1
  0.2	10	8	-4	21	-4	1.8	-12	-4
